Source: PubChem BioAssay
GPT2 inhibitor: Primary qHTS assay for inhibitors of Glutamate pyruvate transaminase 2 (GPT2) | Potency, µM (doses to about 57.7 µM), inactives show at the top dose activity change, negative = inhibition, most hits filed as inhibitors | Recombinant GPT2, coupled pyruvate oxidase/HRP Amplex Red fluorescence | AID 1671188, 2021 | 0.25% of 100,000 active | Alanine aminotransferase 2 (Homo sapiens), Q8TD30; further: potency means the concentration at half of the fitted maximal effect; nearly all actives have a fitted effect of over 60% in size; many of its hits are not listed in these tables
Target sequence (Q8TD30 whole entry, looked up): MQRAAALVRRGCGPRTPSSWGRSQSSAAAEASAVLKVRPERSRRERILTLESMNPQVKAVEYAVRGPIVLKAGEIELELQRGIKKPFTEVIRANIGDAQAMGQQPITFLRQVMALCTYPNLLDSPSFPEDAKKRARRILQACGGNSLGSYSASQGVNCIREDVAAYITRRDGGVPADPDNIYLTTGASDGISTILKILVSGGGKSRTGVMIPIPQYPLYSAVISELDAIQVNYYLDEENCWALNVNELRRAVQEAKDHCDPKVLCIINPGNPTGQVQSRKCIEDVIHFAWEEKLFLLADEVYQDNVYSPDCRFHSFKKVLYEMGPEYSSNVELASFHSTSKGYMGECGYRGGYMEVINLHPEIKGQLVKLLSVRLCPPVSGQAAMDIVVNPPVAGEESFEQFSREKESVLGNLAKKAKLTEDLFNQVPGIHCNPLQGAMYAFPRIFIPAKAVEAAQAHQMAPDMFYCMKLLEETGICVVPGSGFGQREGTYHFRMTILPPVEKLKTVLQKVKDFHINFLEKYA
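Inhibition is scored from Amplex Red fluorescence generated when pyruvate oxidase and HRP act on pyruvate released by GPT2. Reactions contain 10ng/uL enzyme, 250uM a-KG and 2mM L-alanine and run 30 min at room temperature.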
FLuc inh: Firefly luciferase inhibition profiling of diverse chemical library using quantitative high-throughput screening. purified P. pyralis luciferase, luminescence, biochemical. Potency, µM (series often up to 115 µM), for inactives: at the top dose activity change, negative = inhibition, usual class: inhibitors. 2.5% of 76,000 active; further: potency means the concentration at half of the fitted maximal effect; nearly all actives have a fitted effect of over 65% in size
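FLuc 10nM, D-luciferin 10uM, ATP 10uM, Mg acetate 10mM, Tris acetate pH 7.5, Tween/BSA; cpd qHTS; enzyme added last; CCD luminescence.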
3T3 cytotox: Cytotoxic Profiling in NIH 3T3 Cell Line of Diverse Libraries Using Quantitative High-Throughput Screening | 4.3% of 94,000 active | Potency, µM (top dose mostly 96.7 µM), inactives show top-dose activity change, negative = cytotoxicity, actives largely listed as inhibitors | AID 1345082, 2018 | NIH 3T3 viability, CellTiter-Glo ATP luminescence, 48-72 h; further: potency means the concentration at half of the fitted maximal effect; nearly all actives have a fitted effect of over 55% in size
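Mouse fibroblast NIH 3T3 cells, 400 per well, received compound via pintool and were incubated for 48 or 72 hr prior to CellTiter-Glo ATP luminescence measurement.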
HEK293 tox: Cytotoxic Profiling in HEK 293 Cell Line of Diverse Libraries Using Quantitative High-Throughput Screening | HEK 293 viability, ATP luminescence (CellTiter-Glo), 48-72 h | Potency, µM (highest dose often 115 µM), inactives show at the highest dose activity change, negative = cytotoxicity, most hits filed as inhibitors | 6.6% of 94,000 active; further: potency means the concentration at half of the fitted maximal effect; nearly all actives have a fitted effect of over 60% in size
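Luminescence from cellular ATP, measured with CellTiter-Glo, indicates HEK 293 viability. Cells plated at 250 cells/well are treated with compound for 48 or 72 hr at 37 degree Celsius before reagent addition.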
IP6K1 inhibitor: Primary qHTS assay for small molecule inhibitors of Inositol hexaphosphate kinase 1 (IP6K1) | Inositol hexakisphosphate kinase 1 (Homo sapiens), Q92551 | IP6K1 kinase, ADP-Glo luminescence, 2 h; active compounds read low | activity change, % (series mostly up to about 58 µM) | 0.81% of 140,000 active; in the data active means activity change below about -25%
Target sequence (Q92551 whole entry, looked up): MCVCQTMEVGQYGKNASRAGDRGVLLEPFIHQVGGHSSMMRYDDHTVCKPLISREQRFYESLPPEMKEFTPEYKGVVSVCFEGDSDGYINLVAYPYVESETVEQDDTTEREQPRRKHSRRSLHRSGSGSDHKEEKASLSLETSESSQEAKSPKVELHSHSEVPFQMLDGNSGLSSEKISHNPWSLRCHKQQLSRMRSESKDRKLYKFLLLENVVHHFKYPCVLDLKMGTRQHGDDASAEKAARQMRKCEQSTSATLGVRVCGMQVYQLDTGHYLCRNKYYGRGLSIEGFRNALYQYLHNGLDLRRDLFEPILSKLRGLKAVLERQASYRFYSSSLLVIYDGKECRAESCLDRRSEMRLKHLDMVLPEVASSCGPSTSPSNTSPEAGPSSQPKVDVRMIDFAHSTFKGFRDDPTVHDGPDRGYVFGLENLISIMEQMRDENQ
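ADP-Glo luminescence measures ADP made by human IP6K1 during a 2 h RT reaction with ATP/IP6 (mix at 1.3 mM/130 uM); top library doses 57.5 and 19.1 uM final.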
HEK293 viab: GF-AFC viability counterscreen for inhibitors of alpha-synuclein gene (SNCA) expression; HEK-293-SNCA-luc viability, GF-AFC fluorescence, 24 h; Potency, µM (top dose mostly 57.1 µM), without a hit: at the highest dose activity change, negative = cytotoxicity, hits mostly cytotoxic; 0.12% of 150,000 active; AID 1671193, 2021;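 further: potency means the concentration at half of the fitted maximal effect; 0% = DMSO-treated cells and -100% = medium-only wells without cells; nearly all actives have a fitted effect of over 30% in size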
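HEK-293-SNCA-luc cells (1500/well) plated 24 h, then exposed 24 h to a dilution series; GF-AFC added 30 min at 37C, fluorescence 405/540 nm; normalised to medium-only and DMSO wells, Hill fit.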
SNCA expr inh: Primary qHTS assay for inhibitors of alpha-synuclein gene (SNCA) expression. HEK-293 SNCA-luciferase knock-in, luminescence, 24 h. Potency, µM (top dose mostly 57.2 µM), for inactives: at the highest dose activity change, negative = inhibition, most hits filed as inhibitors. 0.17% of 140,000 active. AID 1671194, 2021;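 further: potency means the concentration at half of the fitted maximal effect; plate controls were DMSO cells for no effect and cell-free wells for full effect; nearly all actives have a fitted effect of over 45% in size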
Starred values were filed as active, the others as inactive; i = inactive; u = inconclusive; x = no result given; & = joins results of further samples; [ ] = dose if it differs, or a comment. Unless noted, the call rests on the fitted dose curve; in most records, active means well fitted curve in the direction sought with a large enough effect; inconclusive means small, poorly fitted or top-dose-only effect, or another doubt; inactive means no such curve, though single readings can be large; an effect the other way counts as inactive or inconclusive. Unless noted, on the % scale 0 is the no-effect control and ±100 the full control effect.

SMILES | GPT2 inhibitor | FLuc inh | 3T3 cytotox | HEK293 tox | IP6K1 inhibitor | HEK293 viab | SNCA expr inh
O=C(Cn1c(=O)c2c(n1Cc1ccccc1)CN(Cc1ccccc1)CC2)Nc1cccc(F)c1 | 4% | -9% | u | u | 0 | 2% | 8%
COc1cc(NC(=O)Cn2c(=O)n(Cc3ccccc3)c(=O)c3oc4ccccc4c32)cc(OC)c1 | x | x | x | x | 9 | -8% | -4%
Cc1cccc(CC(=O)N2CCC(N3C(=O)CCC3C(=O)NCc3ccccc3)CC2)c1 (stereo not given) | 5% | x | -27% | -19% | -4 | 9% | -10%
COc1ccc(Cn2c(CCC(=O)Nc3ccc(C)cc3C)nc3cccnc32)cc1 | x | x | x | x | -14 | -11% | -11%
COCCN1Cc2nc(Nc3ccccc3F)ccc2OCC1=O | -5%[88.5 µM] | -1%[172 µM] | -16%[138 µM] | u | -12 | -7%[87.6 µM] | -4%[87.6 µM]
COC(=O)c1ccc(C(=O)Nc2ccc(-c3nc4cc(NC(=O)c5ccc(C(=O)OC)cc5)ccc4o3)cc2)cc1 | x | x | x | x | 5 | -2% | -17%
O=C(O)COCC(=O)N[C@H]1CCN2C(=O)c3cc(/C=C/c4ccccc4)ccc3NC(=O)[C@H]12 | 1% | 7.9µM* | i | 5% | -1 | 4% | -12%
CSc1ccc(CCNC(=O)CN2C(=O)c3cccnc3Oc3ccc(C)cc32)cc1 | x | x | x | x | 9 | -22% | -23%
CCCC(NC(C)=O)c1nc(CC(N)=O)nn1-c1ccc(F)cc1F (stereo not given) | -13% | -2% | i | -4% | 0 | 10% | 13%
Cc1cn2nc(C(=O)NCc3ccccc3C(F)(F)F)cc2c(N2CCSCC2)n1 | 4% | 6% | -20% | u | 6 | -9% | -7%

As a short view, part of the list above:
SMILES | GPT2 inhibitor | FLuc inh | 3T3 cytotox | HEK293 tox | IP6K1 inhibitor | HEK293 viab | SNCA expr inh
O=C(Cn1c(=O)c2c(n1Cc1ccccc1)CN(Cc1ccccc1)CC2)Nc1cccc(F)c1 | 4% | -9% | u | u | 0 | 2% | 8%
COc1cc(NC(=O)Cn2c(=O)n(Cc3ccccc3)c(=O)c3oc4ccccc4c32)cc(OC)c1 | x | x | x | x | 9 | -8% | -4%
Cc1cccc(CC(=O)N2CCC(N3C(=O)CCC3C(=O)NCc3ccccc3)CC2)c1 (stereo not given) | 5% | x | -27% | -19% | -4 | 9% | -10%
COc1ccc(Cn2c(CCC(=O)Nc3ccc(C)cc3C)nc3cccnc32)cc1 | x | x | x | x | -14 | -11% | -11%
COCCN1Cc2nc(Nc3ccccc3F)ccc2OCC1=O | -5%[88.5 µM] | -1%[172 µM] | -16%[138 µM] | u | -12 | -7%[87.6 µM] | -4%[87.6 µM]
COC(=O)c1ccc(C(=O)Nc2ccc(-c3nc4cc(NC(=O)c5ccc(C(=O)OC)cc5)ccc4o3)cc2)cc1 | x | x | x | x | 5 | -2% | -17%
O=C(O)COCC(=O)N[C@H]1CCN2C(=O)c3cc(/C=C/c4ccccc4)ccc3NC(=O)[C@H]12 | 1% | 7.9µM* | i | 5% | -1 | 4% | -12%
CSc1ccc(CCNC(=O)CN2C(=O)c3cccnc3Oc3ccc(C)cc32)cc1 | x | x | x | x | 9 | -22% | -23%
CCCC(NC(C)=O)c1nc(CC(N)=O)nn1-c1ccc(F)cc1F (stereo not given) | -13% | -2% | i | -4% | 0 | 10% | 13%
Cc1cn2nc(C(=O)NCc3ccccc3C(F)(F)F)cc2c(N2CCSCC2)n1 | 4% | 6% | -20% | u | 6 | -9% | -7%

Later entries.
SMILES | GPT2 inhibitor | FLuc inh | 3T3 cytotox | HEK293 tox | IP6K1 inhibitor | HEK293 viab | SNCA expr inh
CC1Oc2ccc(NC(=O)c3ccc(F)cc3F)cc2CN(CCc2ccc(F)cc2)C1=O (stereo not given) | 4% | 4% | u | u | 18 | -4% | 2%
O=S(=O)(Nc1ccc(C(O)(C(F)(F)F)C(F)(F)F)cc1)c1cccs1 | 1% | x | x | x | -2 | 1% | x
O=C(c1ccc(F)cc1)N1CCC(C(=O)N2CCCC(c3nc4ncccc4[nH]3)C2)CC1 (stereo not given) | i | x | -1% | i | -2 | 4% | 3%
CC(=O)Nc1ccc(C2(C(=O)NCCCN3CCOCC3)CCCCC2)cc1 | i | -4% | 0% | 1% | 12 | 5% | -11%
CCN1C(=O)Cc2cc(C(=O)NCC3CCCO3)ccc21 (stereo not given) | i | -11% | u | -3% | -3 | 0% | -10%
COc1ccc(C(=O)Nc2ccc3oc(-c4cccnc4)nc3c2)cc1 | x | x | x | x | -8 | -3% | 10%
CC(=O)c1cccc(NC(=O)O[C@@H]2CO[C@H]3[C@@H]2OC[C@@H]3NC(=S)NC2CCCCC2)c1 | -4% | -1% | u | u | 19 | 5% | -7%
COc1ccccc1CCC(=O)N1CCC2(CC1)NC(=O)N(c1ccccc1)N2 | u | -9% | u | u | -17 | -2% | u
CCn1cc(CN(C)C(=O)CCc2ccc3c(c2)CN(C(C)=O)CCO3)c(C)n1 | i | -8% | -27% | -14% | -4 | -18%[12.5 µM] | 2%
CCc1ccc(S(=O)(=O)N2CCC(OC3CCN(Cc4ccccc4)CC3)CC2)cc1 | i | 14% | 35µM* | u | -8 | -15% | 11%
CCc1nc2c(=O)n(CC(=O)NCc3cccnc3)nc(C)c2s1 | u | -4% | i | 3% | -1 | 18% | 15%
O=C(Cn1c(=O)n(-c2ccccc2Cl)c(=O)c2sc3ccccc3c21)N1CCCC1 | x | x | x | x | -15 | u | u
Nc1nc2c(ncn2C2OC3COP(=O)(O)OC3C2O)c(=O)[nH]1 (stereo not given) | 2% | x | x | x | 3 | 6% | x
Cc1ccn2c(=O)cc(COc3ccc(NC(=O)COc4ccc(C)c(C)c4)cc3)nc2c1 | x | x | x | x | 13 | 1% | -7%
CCOC(=O)c1cc(-c2ccc(C)cc2)n(CC(=O)Nc2cc(C)ccc2C)c1C | x | x | x | x | -9 | 3% | -20%
COc1ccc(N2CCN(C(=O)C3CCN(Cc4nc(-c5ccc(Cl)cc5)oc4C)CC3)CC2)cc1 | x | x | x | x | 42 | -9% | -1%
COC(=O)NC1CCN(c2nc3ncccc3o2)CC1 | -7%&2%[88.5 µM] | -5%&-10%[172 µM] | -9%&-12%[138 µM] | -5%&0%[172 µM] | -10&12 | 1%&2%[87.6 µM] | 11%&22%[87.6 µM]
CCOc1ccc(NC(=O)N2CCC(Oc3ncccc3C(=O)N3CCOCC3)C2)cc1 (stereo not given) | u | 0% | -4% | 2% | 28 | -7% | -13%
Cc1ccc(C(=O)N2CCC3(CC2)NC(=O)N(Cc2ccccc2)C3=O)cc1 | -11% | 6% | -22% | -25% | -2 | 3% | -6%
O=C(NC1CCN(c2cc(-c3cccs3)[nH]n2)CC1)c1ccc(F)cc1F | -23% | -7% | u | u | -4 | -1% | 36%
CO/N=C(\C(=O)N[C@@H]1C(=O)N2C(C(=O)O)=C(COC(C)=O)CS[C@H]12)c1csc(N)n1 | 1% | x | x | x | x | 3% | -11%
O[C@@H]1C[C@@H](c2nc(-c3ccc(F)cc3)no2)N(Cc2ncc[nH]2)C1 | -4%[88.5 µM] | u | -21%[174 µM] | -15%[172 µM] | 15 | 3%[87.6 µM] | 100%[activator][87.6 µM]
Cn1cc(C2c3nccn3CCCN2C(=O)c2cccn2C)cn1 (stereo not given) | i | 6% | i | i | 0 | -9% | -19%
COc1ccc(CNC(=O)c2cc3n(n2)CC(c2ccc4c(c2)OCO4)OC3)c(OC)c1 (stereo not given) | i | -8% | u | 35µM* | 11 | -6% | -19%
O=S1(=O)c2ccccc2N(Cc2cccc(Cl)c2)c2ccccc21 | x | x | x | x | 19 | -4% | -28%
Cc1nccc(N2CCN(C(=O)N3CCOCC3)CC(C(=O)O)C2)n1 (stereo not given) | i | 11% | i | i | -8 | 1% | 18%
COc1ccc(C(=O)O[C@H]2CC(C)=CC[C@@]3(C)[C@@H](OC(C)=O)C[C@@](O)(C(C)C)[C@H]23)cc1 | i | x | x | x | 17 | -14%[23.9 µM] | x
COc1ccc(NC(=O)Cn2nc3c(cc2=O)CCCC3)cn1 | -13% | -1% | 2% | 7% | 27 | 7% | 22%
Fc1ccc(C2=CC(c3ccc(F)cc3)n3c(nc4ccccc43)N2)cc1 (stereo not given) | x | x | x | x | -14 | -9% | -18%
O=C1COc2ccc(-c3ccccc3)nc2CN1Cc1ccccc1 | i | 0%[172 µM] | u | 112µM* | -10 | -10%[87.6 µM] | 6%[87.6 µM]
CCc1cc(=O)n(CC(=O)Nc2cc(OC)ccc2OC)c(-c2ccccc2)n1 | -14% | -2% | -26% | u | -4 | 5% | u
Cc1cccc(CCNC(=O)c2ccc(CSCc3cccc(Cl)c3)o2)c1 | x | x | x | x | -17 | -1% | 9%
Cc1nc2scc(CC(=O)NC(C)C(C)C)n2c(=O)c1-c1cc(C)n(-c2ccccc2F)n1 (stereo not given) | -6% | -1% | -12% | -18% | 23 | 1% | -23%
CCOc1ccc(CN2CCC3(CC2)Cc2ccccc2CNC3=O)cc1 | i | x | -17% | u | -1 | -4% | -4%
Cc1cccc(N(C)C(=O)CCNS(=O)(=O)c2ccc3c(c2)CCN3C(=O)C2CC2)c1 | x | x | x | x | -11 | -9% | -7%
COc1ccccc1CNC(=O)C(=O)NCC(c1ccco1)S(=O)(=O)c1cccs1 (stereo not given) | x | x | x | x | 23 | -3% | -29%
COc1ccc(OC)c(NC(=O)CCc2c(C)nc3c(c(C)nn3C(C)(C)C)c2C)c1 | x | x | x | x | -11 | 13% | 11%
CCc1cccc2c(C(CC(=O)NCC(C)C)c3cccc([N+](=O)[O-])c3)c[nH]c12 (stereo not given) | -18% | -1% | 35µM* | u | 0 | -6% | -3%

The list is partial. The share of hits here may be higher or lower than overall.
